Screening data as filed in PubChem BioAssay.
TcdB GH inh – inhibitors of Clostridioides difficile toxin B glycohydrolase. P18177. TcdB glycohydrolase enzymatic assay, plate reader. inhibition, % at 9.99 µM. 350,000 compounds, 0.24% hits; in the data active = inhibition above about 10%
Starred values were filed as active, the others as inactive; & = joins results of further samples. Only part of the results is shown, so the mix of outcomes need not match the whole.

SMILES | TcdB GH inh
CC=Cc1ccc2n(c1=O)C[C@H]1[C@H](CO)[C@@H](C(=O)N(C)C)N(CC3CCCCC3)[C@@H]21 (mixture of isomers) | 1.1
C[C@@H]1CN([C@H](C)CO)C(=O)Cc2cc(N(C)C)ccc2O[C@H]1CN(C)Cc1ccc2c(c1)OCO2 | -7.2
C[C@@H]1CN([C@H](C)CO)C(=O)c2cc(NC(=O)Nc3ccc(C(F)(F)F)cc3)ccc2O[C@H]1CN(C)C(=O)Nc1ccc2c(c1)OCO2 | -0.1
COc1ccc2c3c(n(C)c2c1)[C@@H](CO)N(C(C)=O)CC31CN(S(=O)(=O)c2ccccc2)C1 | 1.9
CO[C@@H]1CC[C@H]2CCN(C)C(=O)[C@H](C)N(C)C(=O)c3cc(C#N)ccc3OC[C@@H]1O2 | -0.2
O=S(=O)(N[C@H]1CC[C@@H](CCn2cc(-c3cccc(F)c3)nn2)O[C@H]1CO)c1ccc(Cl)cc1 | -0.2
COc1ccc(C#Cc2ccc([C@H]3[C@H](CO)N4CCCCN(C(=O)Cc5ccncc5)C[C@@H]34)cc2)cc1 | 1.0
CO[C@H](CN(C)S(=O)(=O)c1cn(C)cn1)[C@@H](C)CN(C(=O)Nc1ccc(F)cc1)[C@H](C)CO | 0.7
C/C=C/c1ccc2c(c1)O[C@@H](CN(C)C(=O)NC1CCCCC1)[C@@H](C)CN([C@@H](C)CO)S2(=O)=O | 0.9
CN(C)C(=O)C[C@H]1CC[C@H]2[C@@H](COc3ccc(NC(=O)Nc4cccc(Cl)c4)cc3C(=O)N2C)O1 | 0.5
C[C@@H]1CN([C@H](C)CO)C(=O)c2cccc(NS(=O)(=O)c3ccccc3)c2O[C@H]1CN(C)C(=O)NC1CCCCC1 | 0.3
Cc1ccc(S(=O)(=O)N(C)C[C@H]2Oc3cc(C#Cc4ccccc4)ccc3S(=O)(=O)N([C@@H](C)CO)C[C@@H]2C)cc1 | 0.5
CCNC(=O)[C@H]1[C@H](CO)[C@H]2Cn3c(ccc(-c4ccc(F)cc4)c3=O)[C@@H]1N2C(C)=O | 1.1
C[C@H](CO)N1C[C@H](C)[C@H](CN(C)S(=O)(=O)c2ccc(F)cc2)Oc2ncc(-c3ccncc3)cc2C1=O | 0.6
O=C(NCC[C@@H]1CC[C@@H](NS(=O)(=O)c2ccc(Cl)cc2)[C@@H](CO)O1)Nc1ccc(F)cc1 | 0.8
CCCc1cn(CC[C@H]2CC[C@H](NC(=O)Nc3ccccc3F)[C@H](CO)O2)nn1 | 0.1
CN(C)C(=O)c1cccc(-c2ccccc2[C@H]2[C@@H](C#N)N(C(=O)C3CCCC3)[C@@H]2CO)c1 | -0.5
C[C@H]1CN([C@@H](C)CO)C(=O)c2cc(C3=CCCCC3)cnc2O[C@@H]1CN(C)C(=O)Cc1cccnc1 | 2.4
CN(C)CC(=O)Nc1ccc2c(c1)[C@H]1C[C@H](CC(=O)NCc3ccncc3)O[C@@H](CO)[C@H]1O2 | -1.0
COc1ccc2c3c([nH]c2c1)[C@@H](CO)N(Cc1ccccc1OC)CC31CN(C(C)=O)C1 | -0.8
COc1cccc(CN(C)C[C@H]2OCc3ccccc3-c3c(n(C)c4ccccc34)C(=O)N([C@@H](C)CO)C[C@H]2C)c1 | -0.1
CN1C(=O)c2cc(NC(=O)c3ccccc3)ccc2OC[C@@H]2O[C@H](CC(=O)NCC3CC3)CC[C@@H]21 | 0.1
O=C(C[C@@H]1CC[C@@H]2[C@H](COC[C@H](O)CN2C(=O)Nc2ccc(F)cc2)O1)NCC1CC1 | 0.3
O=C(NCC[C@@H]1CC[C@@H](NS(=O)(=O)c2ccc(F)cc2)[C@H](CO)O1)Nc1ccc(Cl)cc1 | -1.3
O=C(Nc1ccc2c(c1)OCO2)N[C@H]1CC[C@H](CC(=O)N2CCN(c3ccccc3)CC2)O[C@@H]1CO | -1.4
COc1ccc(NC(=O)Nc2cccc3c2O[C@H](CN(C)C(=O)NC2CCCCC2)[C@H](C)CN([C@H](C)CO)C3=O)cc1 | -1.1
Cc1noc(C)c1NC(=O)Nc1ccc2c(c1)C(=O)N([C@H](C)CO)C[C@H](C)[C@@H](CN(C)C(=O)Nc1ccc(F)cc1)OCCCC[C@@H](C)O2 | -0.1
COc1ccc(S(=O)(=O)Nc2cccc3c2O[C@@H](CN(C)S(C)(=O)=O)[C@@H](C)CN([C@@H](C)CO)C3=O)cc1 | -0.9
O=C1CN(S(=O)(=O)Cc2ccccc2)C[C@@H]2[C@@H](c3ccc(C#Cc4ccccc4)cc3)[C@H](CO)N12 | 0.0
COc1ccc(NC(=O)Nc2ccc3c(c2)CC(=O)N([C@@H](C)CO)C[C@H](C)[C@H](CN(C)S(C)(=O)=O)O3)cc1 | -0.7
Cc1ccc(-c2ccc([C@H]3[C@H]4CN(S(=O)(=O)c5ccccc5C)CCCCN4[C@H]3CO)cc2)cc1 | 0.0
N#Cc1cccc(-c2ccc(C3[C@@H]4CN(S(=O)(=O)c5ccccc5)C[C@H]3N4)cc2)c1 (stereo partly specified) | -1.8&0.5
CC(C)NC(=O)N(C)C[C@@H]1Oc2ccc(NC(=O)CCN3CCOCC3)cc2C(=O)N([C@H](C)CO)C[C@@H]1C | -0.4
O=C(c1ccncc1)N1CC(=O)N2[C@H](CO)[C@@H](c3ccc(-c4ccccc4)cc3)[C@H]2C1 | -2.2
O=C(NC1CCCC1)N[C@@H]1CC[C@H](CC(=O)N2CCOCC2)O[C@@H]1CO | 1.2
C[C@@H]1CN([C@H](C)CO)S(=O)(=O)c2ccc(Br)cc2O[C@H]1CN(C)Cc1cccc(C(=O)O)c1 | -0.5
COc1ccc(NC(=O)N2CC(=O)N3[C@H](C2)[C@H](c2ccc(-c4ccc(C)cc4)cc2)[C@@H]3CO)cc1 | -0.4
C[C@@H]1CN([C@@H](C)CO)C(=O)c2cc(NC(=O)Nc3cccc4ccccc34)ccc2O[C@@H](C)CCCCO[C@@H]1CN(C)C(=O)CCCN(C)C | -3.2
C[C@H]1CN([C@@H](C)CO)C(=O)c2cc(NS(=O)(=O)c3ccccc3)ccc2O[C@@H]1CN(C)Cc1ccc(Oc2ccccc2)cc1 | 0.0
CO[C@H]1CN(C)C(=O)c2ccc(NS(C)(=O)=O)cc2OC[C@H](C)N(C(=O)CC2CC2)C[C@H]1C | 0.4
COCCNC[C@H]1[C@H](c2ccccc2)[C@H](CO)N1c1nc(C)c(C)s1 | -1.1
C[C@@H]1CN([C@H](C)CO)C(=O)c2cccc(NS(=O)(=O)c3cccs3)c2O[C@@H]1CN(C)C | -2.2
CN1C(=O)c2cc(NC(=O)c3ccc4c(c3)OCO4)ccc2OC[C@H]2O[C@@H](CC(=O)O)CC[C@@H]21 | -1.5
O=C(C[C@@H]1C[C@@H]2c3cc(NC(=O)C4CCOCC4)ccc3O[C@@H]2[C@H](CO)O1)NCc1ccc(Cl)cc1 | -0.5
COc1ccc(NC(=O)N(C)C[C@H]2Oc3ccc(NC(=O)NC4CCCCC4)cc3C(=O)N([C@@H](C)CO)C[C@H]2C)cc1 | -1.9
C[C@H](CO)N1C[C@H](C)[C@@H](CN(C)Cc2ccc3c(c2)OCO3)Oc2ccc(NC(=O)CCCCCC(=O)Nc3ccccc3N)cc2CC1=O | -0.2
CCN1[C@H](C(=O)OC)[C@@H](CO)[C@@H]2Cn3c(ccc(-c4ccc(F)cc4)c3=O)[C@@H]21 | 0.0
COc1ccccc1CNC(=O)C[C@H]1C=C[C@H](NC(C)=O)[C@H](CO)O1 | 1.3
O=C(CC1CC1)Nc1ccc2c(c1)[C@H]1C[C@H](CC(=O)NC3CCCCC3)O[C@@H](CO)[C@H]1O2 | 0.9
COCC(=O)Nc1ccc2c(c1)[C@H]1C[C@H](CC(=O)O)O[C@H](CO)[C@H]1O2 | -1.2

(cont.)
SMILES | TcdB GH inh
C[C@H](CO)N1C[C@H](C)[C@@H](CN(C)C(=O)CCN2CCCCC2)Oc2ncc(C#Cc3ccccc3)cc2C1=O | 0.6
C[C@@H]1CCCCO[C@H](CN(C)Cc2ccc3c(c2)OCO3)[C@@H](C)CN([C@@H](C)CO)C(=O)c2cc(NS(=O)(=O)c3ccc(F)cc3)ccc2O1 | -0.2
CCCC(=O)Nc1ccc2c(c1)C(=O)N(C)[C@@H]1CC[C@H](CC(=O)NCCCN(C)C)O[C@H]1CO2 | 0.9
O=C(CN1CCOCC1)N1CCCCN2[C@H](CO)[C@@H](c3ccc(-c4ccccc4F)cc3)[C@H]2C1 | -3.0
O=C(C[C@H]1CC[C@@H]2[C@H](COC[C@H](O)CN2C(=O)C2CCOCC2)O1)NCc1ccncc1 | -0.6
CO[C@H]1CN(C)C(=O)c2ccc(NC(=O)Nc3c(C)noc3C)cc2OC[C@H](C)N(CCC(F)(F)F)C[C@@H]1C | -0.5
C[C@H](CO)N1C[C@H](C)[C@H](CN(C)C(=O)C2CCCCC2)OCc2cn(nn2)CCCC1=O | 1.0
COc1ccc(S(=O)(=O)N(C)C[C@@H]2OCCCC[C@@H](C)Oc3ccc(NC(=O)C4CCCCC4)cc3C(=O)N([C@H](C)CO)C[C@H]2C)cc1 | 0.4
CCOc1ccc(N2C(=O)CS(=O)(=O)C2c2ccccc2)cc1 (stereo unspecified) | 0.7
CO[C@@H]1CC[C@H]2CCN(C)C(=O)[C@@H](C)N(C)C(=O)c3cc(C#N)ccc3OC[C@@H]1O2 | 1.1
Cc1noc(C)c1NC(=O)N(C)C[C@@H]1OCCCC[C@H](C)Oc2ccc(NS(=O)(=O)c3cccs3)cc2C(=O)N([C@H](C)CO)C[C@@H]1C | -0.1
COc1ccc2c3c([nH]c2c1)[C@@H](CO)N(Cc1ccccc1)CC31CN(C)C1 | -0.3
COC(=O)C[C@@H]1C[C@@H]2c3cc(NC(=O)Nc4ccc(OC)cc4)ccc3O[C@@H]2[C@@H](CO)O1 | -2.1
O=C(C[C@H]1CC[C@H](NC(=O)c2ccncc2)[C@H](CO)O1)Nc1ccc(-c2ccccc2)cc1 | 1.0
CO[C@@H](CN(C)C(=O)c1ccccc1F)[C@@H](C)CN([C@H](C)CO)S(=O)(=O)c1ccccc1 | -9.2
CCCC(=O)Nc1ccc2c(c1)OC[C@@H](C)N(Cc1ccccc1)C[C@@H](C)[C@H](OC)CN(C)C2=O | 0.2
COCC#Cc1ccc([C@@H]2[C@@H](CO)N3C(=O)CN(C(=O)C4CCCCC4)C[C@@H]23)cc1 | 0.1
Cc1ccc(S(=O)(=O)Nc2cccc3c2O[C@H](CN(C)Cc2ccc(Cl)c(Cl)c2)[C@H](C)CN([C@@H](C)CO)C3=O)cc1 | 0.7
O=C(Nc1ccccc1F)N1C[C@@H]2[C@H](c3ccccc31)[C@@H](CO)N2C(=O)c1ccccn1 | -1.6
O=C(C[C@@H]1C=C[C@@H](NS(=O)(=O)c2ccc(F)cc2)[C@@H](CO)O1)NCCc1ccncc1 | 1.0
CO[C@H]1CC[C@@H]2CCN(C)C(=O)[C@@H](C)[C@@H](OC)CN(C)C(=O)c3cccc(C#N)c3OC[C@@H]1O2 | -0.5
CCCNC(=O)C[C@H]1CC[C@H]2[C@@H](COC[C@@H](O)CN2S(=O)(=O)c2ccccc2F)O1 | 0.7
N#Cc1cccc(-c2ccc([C@@H]3[C@@H](CO)N4CCCCN(C(=O)Nc5cccc(F)c5)C[C@@H]34)cc2)c1 | -0.5
C[C@@H]1CN([C@@H](C)CO)C(=O)c2cc(C#Cc3ccccc3)cnc2O[C@@H]1CN(C)C(=O)c1ccccc1 | 0.3
CCCNC(=O)N(C)C[C@H]1Oc2cc(-c3cncnc3)ccc2S(=O)(=O)N([C@H](C)CO)C[C@@H]1C | 0.4
CCCNC(=O)N1[C@H](C#N)[C@@H](c2ccccc2-c2ccc(OC)cc2)[C@@H]1CO | -0.1
C[C@@H]1CN([C@@H](C)CO)C(=O)c2cccc(NC(=O)NC3CCCCC3)c2O[C@@H]1CN(C)Cc1ccccc1 | 0.5
CC(C)NC(=O)N(C)C[C@H]1Oc2ccc(NC(=O)Cc3ccccc3)cc2C(=O)N([C@@H](C)CO)C[C@H]1C | 0.1
C[C@@H]1CN([C@H](C)CO)C(=O)Cc2cc(NC(=O)CCN3CCOCC3)ccc2O[C@H]1CN(C)S(=O)(=O)c1ccc(F)cc1 | 1.4
C[C@@H]1CN([C@H](C)CO)C(=O)c2c(c3ccccc3n2C)-c2ccccc2CO[C@H]1CN(C)C(=O)Nc1ccccc1C(F)(F)F | -0.2
O=C(C1=C[C@@H](c2ccc(Br)cc2)C[C@@H](OCCCCO)O1)N1CCCCCCC1 | -0.6
N#C[C@H]1[C@H](c2ccc(C3=CCCCC3)cc2)[C@@H](CO)N1C(=O)c1cccc(F)c1 | -1.1
